TDP1 block – qHTS Assay for Inhibitors of Tyrosyl-DNA Phosphodiesterase (TDP1). Tyrosyl-DNA phosphodiesterase 1 (Homo sapiens), Q9NUW8. recombinant TDP1, AlphaScreen DNA substrate cleavage. Potency, µM (doses to about 130 µM), for the others: top-dose activity change, negative = inhibition, actives largely listed as inhibitors. 0.28% of 350,000 active. AID 485290, 2010; also: nearly all actives have a fitted effect of over 40% in size
Target sequence (Q9NUW8 whole entry, looked up): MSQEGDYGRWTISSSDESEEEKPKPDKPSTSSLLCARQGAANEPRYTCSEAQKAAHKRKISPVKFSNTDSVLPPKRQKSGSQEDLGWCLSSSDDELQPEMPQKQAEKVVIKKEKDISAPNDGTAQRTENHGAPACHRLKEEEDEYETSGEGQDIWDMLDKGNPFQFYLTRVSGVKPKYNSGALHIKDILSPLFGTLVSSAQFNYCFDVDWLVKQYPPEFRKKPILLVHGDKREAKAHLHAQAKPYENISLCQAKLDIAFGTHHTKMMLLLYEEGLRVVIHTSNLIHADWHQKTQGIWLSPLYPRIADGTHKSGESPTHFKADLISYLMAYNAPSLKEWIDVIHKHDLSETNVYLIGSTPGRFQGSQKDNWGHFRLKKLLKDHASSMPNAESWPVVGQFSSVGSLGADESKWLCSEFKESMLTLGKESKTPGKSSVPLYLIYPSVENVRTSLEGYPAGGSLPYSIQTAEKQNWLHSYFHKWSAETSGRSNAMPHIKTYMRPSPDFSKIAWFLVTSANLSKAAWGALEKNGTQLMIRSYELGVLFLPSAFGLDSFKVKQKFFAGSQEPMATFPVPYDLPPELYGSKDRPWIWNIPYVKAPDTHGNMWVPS
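Steps: enzyme plus compound, 15 min RT; add biotin/phosphotyrosine-FITC oligonucleotide (15 nM final), react 5 min; add donor/acceptor beads (10 ug/ml final), 10 min; read AlphaScreen. Tdp1 at 1 nM final.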
TDP1 cell noCPT – qHTS for Inhibitors of human tyrosyl-DNA phosphodiesterase 1 (TDP1): qHTS in cells in absence of CPT; AID 686978, 2013; DT40 Tdp1-/- hTDP1 cells, no CPT, ATP luminescence, 48 h; Potency, µM (highest dose often 46.2 µM), without a hit: top-dose activity change, negative = growth inhibition, usual class: inhibitors; 15% of 420,000 active; also: nearly all actives have a fitted effect of over 55% in size
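Growth of hTDP1-complemented DT40 Tdp1-knockout cells is measured by ATP luminescence after at least 48 hr compound exposure at 37 °C, with DMSO substituting for the 20 nM CPT used in the parallel screen.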
DT40 TDP1 CPT – qHTS for Inhibitors of human tyrosyl-DNA phosphodiesterase 1 (TDP1): qHTS in cells in presence of CPT; Potency, µM (highest dose often 46.2 µM), for inactives: at the top dose activity change, negative = growth inhibition, most hits filed as inhibitors; chicken DT40 Tdp1-/-;hTDP1 cells + 20 nM CPT, ATP luminescence, 48 h; 12% of 420,000 active; AID 686979, 2013; also: nearly all actives have a fitted effect of over 55% in size
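Chicken DT40 Tdp1-/- cells complemented with human TDP1, 400 cells/well, exposed to compounds plus 20 nM camptothecin for at least 48 h at 37 C; viability read as ATP content by CellTiter-Glo luminescence.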
The depositor's hits bear a star; ? = inconclusive; · = no result given; & = joins results of further samples; [ ] = another dose, or the depositor's remark. Calls follow the shape of the dose curve; as a rule, active = well fitted curve in the direction sought with a large enough effect; inconclusive = small, poorly fitted or top-dose-only effect, or another doubt; inactive = no such curve, though single readings can be large; an effect the other way counts as inactive or inconclusive. % is scaled to controls: 0 for no effect and ±100 for the full control effect; potency is read from the fitted curve at half-maximal effect.

SMILES	TDP1 block	TDP1 cell noCPT	DT40 TDP1 CPT
Cc1ccc(-n2c(N)cc(=O)nc2SCC(=O)NC2CCCCC2)cc1C	0.7%	5.2%	9.5%
CCCCOc1ccc(C(=O)N2CCCCC2CCN2CCOCC2)cc1 (configuration not stated)	9.3%	?	?
CCOc1cc(C(=O)CCC(=O)OCC(=O)NC(=O)NCC(C)C)ccc1O	4.3%	8.3%	-4.2%
CCn1c(=O)n(-c2ccc3c(c2)OCO3)c2nc(-c3cc(OC)ccc3OC)nc(C(N)=O)c21	8.1%	-15.5%	10.8%
Cc1ccccc1OCC(O)CN (configuration not stated)	4.0%	-19.2%	-9.3%
Cc1ccc(/C=N\NC(=O)c2cncc(Br)c2)o1	0.0%	-3.9%	-4.5%
CCCS(=O)(=O)N1CCN(C2Cc3ccccc3C2)CC1	-1.9%	2.8%	3.0%
CN(CCOc1ccccc1)CCOc1ccccc1	4.3%	-17.7%	7.7%
CCCOC(=O)Cn1c(=O)c2cc3c(=O)n(CC(=O)OCCC)c(=O)c3cc2c1=O	4.8%	-2.5%	-15.1%
CCOC(=O)C1CCCN(C(=O)c2cn(C)c3ccc(S(=O)(=O)N4CCCC4)cc3c2=O)C1 (configuration not stated)	1.1%	12.4%	-5.8%
S=c1nc[nH]c2c1sc1nc(N3CCOCC3)c3c(c12)CCCC3	2.6%	23.1µM*	?
S=C(NCc1ccccc1)Nc1cccc2cnccc12	5.3%[0.0935 µM]	18.4µM*	11.6µM*
Cc1nnsc1C(=O)Oc1ccccc1Cl	-0.5%	-17.9%	15.6%
CC(=O)c1c(C)[nH]c(=S)c(C#N)c1-c1ccc(F)cc1	4.2%	8.9%	6.7%
Cc1oc(-c2ccccc2NC(=O)c2ccccc2)nc1CNC(=O)C1CC(=O)OC12CCCCC2 (configuration not stated)	·	4.6%	-4.2%[9.04 µM]
Cc1cc(OC(=O)c2ccc(OC(C)C)cc2)c([N+](=O)[O-])c(=O)[nH]1	5.6%	-21.1%	-2.0%
Cc1ccc(CN(C)C[C@@H]2OCc3cnnn3CCCC(=O)N([C@@H](C)CO)C[C@H]2C)cc1	·	-26.1%	-7.3%
O=C(NNC1=Nc2cccc3cccc1c23)c1ccccc1Br	0.0%	?	?
Cc1ccc(C(O)c2ncc(-c3ccc4ccccc4c3)[nH]2)cc1 (configuration not stated)	·	?	?
CCOc1ccc(C(=O)NCC(c2cccs2)N(C)C)cc1 (configuration not stated)	2.6%	-18.7%	?
Cc1cn(-c2cc(C(=O)Nc3ccc(C)c(NC(=O)N4CCNC4=O)c3)cc(C(F)(F)F)c2)cn1	3.5%	?	-2.9%&-17.9%
CCOC(=O)c1sc(NC(=O)CSC(=S)N2CCOCC2)nc1C	6.8%	-20.2%	-10.8%
CCCCn1nc(C(=O)NC2CCCCC2)c2ccccc2c1=O	·	11.6µM*	?
O=C(NCCCN1CCCC1)c1ccc(CS(=O)(=O)c2c(Cl)cccc2Cl)o1	0.0%	-5.5%	-7.8%

Only TDP1 block and TDP1 cell noCPT (four entries from above):
SMILES | TDP1 block | TDP1 cell noCPT
CCOc1ccc(C(=O)NCC(c2cccs2)N(C)C)cc1 (configuration not stated) | 2.6% | -18.7%
Cc1cn(-c2cc(C(=O)Nc3ccc(C)c(NC(=O)N4CCNC4=O)c3)cc(C(F)(F)F)c2)cn1 | 3.5% | ?
CCOC(=O)c1sc(NC(=O)CSC(=S)N2CCOCC2)nc1C | 6.8% | -20.2%
CCCCn1nc(C(=O)NC2CCCCC2)c2ccccc2c1=O | · | 11.6µM*

Next part
SMILES	TDP1 block	TDP1 cell noCPT	DT40 TDP1 CPT
Cc1cc(-c2ccccc2)c2c3c(cn2n1)c(=O)n(C)c(=O)n3C	5.2%	?	?
O=C(Nc1ccnn1C1CCN(Cc2ccc(CO)o2)CC1)c1ccccc1	-0.4%	?	-6.6%
COc1cc(C2C(C#N)=C(C)NC3=C2C(=O)CC(C)(C)C3)ccc1O (configuration not stated)	-2.8%	-9.8%	0.2%
COc1cccc(C(=O)Nc2nnc(C3CCCO3)s2)c1 (configuration not stated)	2.8%	?	-12.5%
CC1CCCN(CCCNC(=O)c2ccc3c(c2)N(Cc2cccc(Cl)c2)C(=O)c2ccccc2S3(=O)=O)C1 (configuration not stated)	-2.8%	5.8µM*	6.51µM*
Nc1nc(=O)n(C2OC(CO)C(O)C2O)cc1F (configuration not stated)	·	0.0058µM*	0.0326µM*
O=C(COc1ccc2c(-c3ccccc3)cc(=O)oc2c1)NCC(O)c1ccccc1 (configuration not stated)	·	-24.3%	-25.4%
Cc1nc2ccccc2c(-c2ccccc2)c1C(=O)c1ccccc1	1.9%	-15.8%	-15.9%
COc1cc(Nc2nc(-c3ccc(OC)c(OC)c3)nc3ccccc23)cc(OC)c1	3.1%[12.3 µM]	2.06µM*	5.8µM*
Cc1ccc(OCc2nnc(SCC(=O)Nc3sc(C)c(C)c3C#N)n2C)cc1	-2.0%	?	-26.2%
CN(C)CCC(O)c1ccccc1 (configuration not stated)	0.0%	6.9%	14.4%
CNS(=O)(=O)c1cccc(C(=O)OC2CCOC2=O)c1 (configuration not stated)	-8.1%[0.0935 µM]	3.5%	5.8%
CCc1ccc(N(CC)c2ncnc3nc[nH]c23)cc1	2.6%	?	?
COc1ccc(CCc2ccc3cc(OC)ccc3n2)cc1	·	?	?
COc1ccc(-c2ccc(CN3C(C(C)C)C(=O)N(Cc4cn(CC5CCCCC5)nn4)CCS3(=O)=O)cc2)cc1OC (configuration not stated)	·	1.64µM*	?
CC1=C(C(=O)OCc2ccccc2)C(c2ccc3c(c2)OCO3)NC(=O)N1CCCC(=O)O (configuration not stated)	·	0.146µM*	?
CN1/C(=C\C(=O)c2cccc(S(=O)(=O)N3CCCCC3)c2)C(C)(C)c2ccccc21	-2.2%	?	?
CCOc1ccc(NC(=O)c2cc3c(-c4ccccc4F)nn(C)c3s2)cc1	-2.3%	-9.8%	?
CN(C)c1nc(SCc2ccc(Cl)cc2)nc2c1CCCC2	-9.5%	?	?
COc1cccc(/C=N/Nc2c(Cl)cncc2Cl)c1O	·	?	-16.2%
CC(=O)c1ccc(N2CCN(C(=O)c3ccc4ccccc4n3)CC2)cc1	-2.7%	-0.3%	4.8%
CCCn1cnc2c(SCc3ccccc3)nc(N)nc21	·	?	3.0%
CC(C)c1ccc(CC(=O)N2CCC2(C)C(=O)NCCC#N)cc1 (configuration not stated)	·	-24.6%	-34.0%
Fc1cccc(NC(=S)NCC(c2cccnc2)N2CCOCC2)c1 (configuration not stated)	5.5%	?	2.7%
CCN1CC(CNCc2cn(-c3ccc(OC)cc3)nc2-c2ccccc2Cl)CC1=O (configuration not stated)	0.0%	?	?
CCOC(=O)C1=C(COC(=O)Cc2ccc(OC)c(OC)c2)NC(=O)NC1C (configuration not stated)	0.7%	1.8%	4.2%
C(=N/N1CCN(c2ccccc2)CC1)/c1cccs1	2.6%	-14.1%	-15.8%
CC(=O)NC(C)c1nc2ccccc2n1CC(=O)NC(C)CCc1ccccc1 (configuration not stated)	3.0%	-24.3%	?
CCn1c(C)nc2cc(C(=O)NNC(=O)[C@@H](NC(=O)c3cc(OC)cc(OC)c3)C(C)C)ccc21	-6.6%	-8.7%	-10.2%
c1ccc(Nc2nc(-c3ccncc3)cs2)cc1	-3.7%	?	-21.5%
Cc1ccc2[nH]cc(C(c3ccccc3)c3cccs3)c2c1 (configuration not stated)	1.3%	18.4µM*	?
COc1ccc2nc(NC(=O)CSCC(=O)Nc3cc(C)on3)sc2c1	-11.2%	-20.3%	6.3%
O=c1cc(CN2CCCCC2)c2ccccc2o1	·	-3.6%	-6.4%
O=S(=O)(N=S(N1CCCCC1)N1CCCCC1)c1ccccc1	6.2%	?	9.2µM*
CC(=O)C(C(C)=O)C(c1ccccc1)c1nc2ccccc2[nH]c1=O (configuration not stated)	·	11.2%	2.3%
CCc1nnc(NC(=O)c2cc(C)nc3ccccc23)s1	0.0%	-11.6%	-1.2%
CN(C)S(=O)(=O)c1cccc(NC(=S)N/N=C/C2CC=CCC2)c1 (configuration not stated)	5.1%	12.7%	-12.3%
O=c1[nH]c(CN2CCN(S(=O)(=O)c3ccccc3C(F)(F)F)CC2)nc2sc3c(c12)CCCC3	0.0%	?	?
COc1ccc(S(=O)(=O)N2CCN(c3ccccn3)CC2)cc1[N+](=O)[O-]	4.8%	16.2%	-20.5%
N=C(N)SCCc1cccc(CCSC(=N)N)c1	11.3%[56.1 µM]	16.4µM*	16.4µM*
CCC(C)NC(=O)c1ccc2nc(Cc3ccccc3)oc2c1 (configuration not stated)	-3.0%	14.6µM*	?
COC(=O)c1cc2sc(Cl)cc2n1CC(=O)Nc1cccc(SC)c1	2.0%	-27.1%	-28.8%
Cc1ccc(C)c(C(=O)c2ccccc2NC(=O)c2ccccn2)c1	-5.1%	9.2µM*	16.4µM*
O=C1SCCC1NC(=O)C(c1ccccc1)c1ccccc1 (configuration not stated)	-2.5%	-21.3%	23.2%
COc1cc(/C=N/n2cnnc2)ccc1Oc1nc(Cl)ncc1F	8.1%	?	16.4µM*
NCCCCCc1nnc(SCC(N)=O)o1	8.1%	-5.1%	4.5%
Cc1ccccc1-c1nn2c(=O)cc(CN3CCN(C(=O)c4ccc(C(C)(C)C)cc4)CC3)nc2s1	2.7%	7.31µM*	8.2µM*
Cn1c(SCC(=O)N2CCCc3ccccc32)nc2ccccc2c1=O	4.2%	9.2µM*	7.31µM*

Looked up by structure from the entries so far:
SMILES	TDP1 block	TDP1 cell noCPT	DT40 TDP1 CPT
Cn1c(SCC(=O)N2CCCc3ccccc32)nc2ccccc2c1=O	4.2%	9.2µM*	7.31µM*
O=c1[nH]c(CN2CCN(S(=O)(=O)c3ccccc3C(F)(F)F)CC2)nc2sc3c(c12)CCCC3	0.0%	?	?

Continuation.
SMILES	TDP1 block	TDP1 cell noCPT	DT40 TDP1 CPT
COc1ccc(CN(Cc2ccc(C(=O)O)cc2)C(=S)Nc2ccccc2C)cc1OC	-2.3%	12.3%	-0.4%
C=C1CCN([C@H](C(=O)OCc2ccc(C)cc2)C(C)C)S(=O)(=O)c2ccccc21	·	?	?
CC1CCN(c2c(NCc3ccc(C(=O)N4CCN(C5CCCCC5)CC4)cc3)c(=O)c2=O)CC1	3.9%	-15.6%	-18.6%
Cc1ccc(NC(=O)CCCCCN2C(=O)c3ccccc3C2=O)nc1	2.7%	?	-0.9%
CCCn1c(/N=C/c2ccccc2O)nc2ccccc21	2.0%	?	-4.8%
O=C(CN1C(=O)c2ccccc2S1(=O)=O)c1ccccc1	2.3%	0.5%	3.0%
CCc1nc2c(OCc3ccccc3C)cccn2c1N(C)C(=O)CC(C)C	·	18.4µM*	20.6µM*
Cc1cc(C)nc(NC(=S)Nc2ccc(F)cc2F)c1	-2.6%	4.0%	-3.5%
O=C(Nc1ccc(Cl)cc1)C1CC=CCC1C(=O)OCC(F)(F)C(F)F (configuration not stated)	2.3%	-0.6%	-4.7%
CCCCN(C(=O)C1CSC2(C)CCC(=O)N12)c1c(N)n(Cc2ccccc2)c(=O)[nH]c1=O (configuration not stated)	3.8%	-19.8%	-18.2%
O=C(NCc1ccc2c(c1)OCO2)C12CN(Cc3ccccc3)CC1C(c1cccc([N+](=O)[O-])c1)=NO2 (configuration not stated)	5.3%	?	?
O=C(Nc1cccc(S(=O)(=O)N2CCCC2)c1)c1cccnc1	1.2%	0.4%	-18.3%
O=C(c1ccco1)N1CCN(C(=O)c2ccc(Cn3cc(Br)cn3)o2)CC1	12.1%	-28.5%	-4.6%
N=c1c2c(n(Cc3ccc(Br)cc3)c3c1CCC3)CCCC2	0.6%	0.517µM*	0.92µM*
CC1(C)CC(=O)C/C(=N\NC(=O)C2CC23CCC3)C1 (configuration not stated)	2.5%	-2.0%	-6.9%
Cc1ccc2c(CN3CCC(C(N)=O)CC3)cc(=O)oc2c1C	0.4%	-29.9%	14.9%
Cc1noc(NS(=O)(=O)c2ccc(NC(=O)c3cnc4n(c3=O)CCS4)cc2)c1C	7.7%	5.0%	-7.5%
CC(=O)Nc1ccc(NC(=O)C(Cc2ccccc2)NC(=O)C2CCCCC2)cc1 (configuration not stated)	5.3%	-3.0%	-10.3%
Cc1cc(NC(=O)CN2C(=O)/C(=C/c3ccccc3F)SC2=S)no1	4.2%[0.0935 µM]	2.2%	15.1%
O=C(NCCCN1CCOCC1)C(=O)NCC1OCCN1S(=O)(=O)c1ccc(Cl)cc1 (configuration not stated)	·	?	-2.3%
Cc1ccccc1-c1nn(-c2ccc(F)cc2F)cc1CNCCCO	3.6%	?	4.2%

Bioassay records deposited in PubChem by National Center for Advancing Translational Sciences (NCATS).
